HP1b chromo inh: blocks HP1-beta chromodomain binding to methylated histone tails. P83916. 0.56% of 390,000 active. Potency, µM (top dose mostly 114 µM), for inactives: at the top dose activity change, negative = inhibition, hits mostly inhibitors. AlphaScreen HP1-beta / biotin-H3K9me3 peptide binding; note: potency is the fitted concentration of half-maximal effect; nearly all actives have a fitted effect of over 70% in size; inactives centre near 23
Target sequence (P83916 whole entry, looked up): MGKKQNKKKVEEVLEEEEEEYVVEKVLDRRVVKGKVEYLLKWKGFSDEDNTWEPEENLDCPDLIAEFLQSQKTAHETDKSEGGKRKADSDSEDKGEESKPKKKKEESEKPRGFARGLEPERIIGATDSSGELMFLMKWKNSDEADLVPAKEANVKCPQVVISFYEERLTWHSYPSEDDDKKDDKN
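AlphaScreen: HP1-beta (50 nM) preformed 30 min with biotin-H3(1-18)K9me3 peptide (50 nM) in PBS pH 7.4, 0.01% Tween-20. Compound added for 30 min at RT, then streptavidin donor/nickel chelate acceptor beads (10 ug/mL) for 30 min.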
USP1 inh: inhibitors of human USP1/UAF1 deubiquitinase; Potency, µM (highest dose often 57.1 µM), for the others: top-dose activity change, negative = inhibition, most hits filed as inhibitors; O94782; 0.23% of 390,000 active; AID 743255; recombinant USP1/UAF1, Ub-Rhodamine cleavage fluorescence; note: potency is the fitted concentration of half-maximal effect; % is set by controls: 0 for no effect and ±100 for the full control effect; nearly all actives have a fitted effect of over 60% in size; inactives centre near -12
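1 nM enzyme complex + cpd, 15 min RT; start with Ub-Rho 150nM final; kinetic fluorescence ex 480/em 540, 6 reads q60 s. Buffer 50mM HEPES pH 7.8, 0.5mM EDTA, 0.1 mg/ml BSA, 1mM TCEP, 0.01% Tween-20.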
Pin1 inhibitor: blocks the human prolyl isomerase Pin1; Pin1 FP peptide displacement, HiFluor488, 10 min; Q13526; 0.009% of 390,000 active; Potency, µM (highest dose often 115 µM), for the others: at the highest dose activity, negative = inhibition, hits mostly inhibitors; AID 504891; active = well fitted inhibition curve with a large enough effect in the polarisation, with a control signal flat, not every such curve was filed as active; inconclusive = small, poorly fitted or top-dose-only effect, or effect the other way, or a change in a side signal; inactive = no such curve, though single readings can be large or run the other way; the % refers to the polarisation; note: potency is the fitted concentration of half-maximal effect; % is set by controls: 0 for no effect and ±100 for the full control effect
Target sequence (Q13526 whole entry, looked up): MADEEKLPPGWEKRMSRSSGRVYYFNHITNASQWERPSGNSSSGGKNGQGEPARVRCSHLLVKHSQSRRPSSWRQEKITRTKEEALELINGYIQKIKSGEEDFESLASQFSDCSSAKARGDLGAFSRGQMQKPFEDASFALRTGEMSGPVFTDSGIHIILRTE
rTrxR1 inhibitor: blocks rat thioredoxin reductase 1; Potency, µM (doses to about 114 µM), for the others: at the highest dose activity change, negative = inhibition, usual class: inhibitors; O89049; AID 588453; recombinant rTrxR1, NADPH fluorescence consumption, selenite substrate; 1% of 390,000 active; note: potency is the fitted concentration of half-maximal effect; % is set by controls: 0 for no effect and ±100 for the full control effect; nearly all actives have a fitted effect of over 65% in size
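Rat TrxR1 (90 nM in the dispensed reagent) was pre-reduced with 400 uM NADPH for 5 min at room temperature, then incubated with compound for 15 min. After 400 uM selenite was added, NADPH fluorescence (Ex 340/Em 450 nm) was followed for 8 min.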
mIDH1 inhibitor: inhibitors of human mutant IDH1 R132H | O75874 | IDH1-R132H enzyme, NADPH consumption, diaphorase/resazurin fluorescence | Potency, µM (top dose mostly 76.6 µM), for inactives: at the highest dose activity change, negative = inhibition, actives largely listed as inhibitors | 0.093% of 390,000 active | AID 602179; note: potency is the fitted concentration of half-maximal effect; % is set by controls: 0 for no effect and ±100 for the full control effect; nearly all actives have a fitted effect of over 65% in size
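IDH1-R132H (0.5 ug/mL) preincubated 30 min with compound, then NADPH (0.016 mM) and alpha-KG (2 mM) added; 80 min at RT, pH 7.5. Remaining NADPH coupled via diaphorase/resazurin to fluorescence (540/590 nm); concentration-response curves normalized to no-enzyme control.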
PI4K2A block: inhibitors of human PI4K2A; AID 1346378; activity change, negative = inhibition, % at 76.9 µM; purified PI4K2A, ADP-Glo luminescence, 1 h; stronger effect = lower value; 0.13% of 420,000 active; Q9BTU6; in the data active = activity change below about -50%; inconclusive = mostly about -30% to -49%;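 note: -100% = wells without enzyme as full effect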
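Compounds are screened against recombinant PI4K2A using PI as substrate and ATP, the latter dispensed at 300 microM. Reactions run one hour at ambient temperature before ADP-Glo detection; full inhibition defined by wells lacking enzyme.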
GLS inhibitor: glutaminase GLS (human) inhibition; O94925; GLS enzymatic activity, qHTS titration; Potency, µM (series often up to 45.5 µM), inactives show top-dose activity change, negative = inhibition, hits mostly inhibitors; 0.21% of 410,000 active; note: potency is the fitted concentration of half-maximal effect; % is set by controls: 0 for no effect and ±100 for the full control effect
Target sequence (O94925 whole entry, looked up): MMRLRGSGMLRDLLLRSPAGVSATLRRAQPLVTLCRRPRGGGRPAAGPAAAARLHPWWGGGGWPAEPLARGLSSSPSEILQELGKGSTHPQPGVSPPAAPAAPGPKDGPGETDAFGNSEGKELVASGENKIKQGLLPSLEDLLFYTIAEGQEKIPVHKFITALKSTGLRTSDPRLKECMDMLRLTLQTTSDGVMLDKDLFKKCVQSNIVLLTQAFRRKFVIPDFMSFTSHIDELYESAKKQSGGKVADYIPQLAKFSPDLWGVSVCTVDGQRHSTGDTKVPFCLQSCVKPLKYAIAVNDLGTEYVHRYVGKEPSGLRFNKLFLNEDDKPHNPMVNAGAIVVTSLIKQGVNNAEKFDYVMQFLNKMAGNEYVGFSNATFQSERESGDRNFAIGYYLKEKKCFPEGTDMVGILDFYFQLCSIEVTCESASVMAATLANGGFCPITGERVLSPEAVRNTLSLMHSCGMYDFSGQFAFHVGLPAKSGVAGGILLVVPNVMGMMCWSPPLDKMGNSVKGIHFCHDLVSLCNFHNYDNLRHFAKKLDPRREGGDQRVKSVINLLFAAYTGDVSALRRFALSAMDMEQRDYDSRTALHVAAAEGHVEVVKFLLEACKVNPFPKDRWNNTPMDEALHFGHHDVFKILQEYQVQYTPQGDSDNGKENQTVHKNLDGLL
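Compounds were pin-transferred onto hKGA, after which L-glutamine (1 mM solution) and a detection mix of glutamate oxidase, HRP and Amplex Red were added. Initial and 30 min RT fluorescence reads were collected.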
PGK inhibitor: inhibitors of T. brucei phosphoglycerate kinase | Potency, µM (titrated, usually from 57.5 µM), without a hit: at the top dose activity change, negative = inhibition, usual class: inhibitors | PGK/GAPDH coupled, Kinase-Glo luminescence, 60 min | AID 602233 | 0.043% of 380,000 active; note: potency is the fitted concentration of half-maximal effect; % is set by controls: 0 for no effect and ±100 for the full control effect; nearly all actives have a fitted effect of over 60% in size
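Luminescent ATP detection (Kinase-Glo Plus) follows a 60-minute room-temperature incubation, with wells lacking PGK as controls. Buffer: 100 mM TEA (pH 7.6), 5 mM MgCl2, 0.01% Tween-20. Coupling enzyme GAPDH (100 nM final) supplies unstable 1,3-BPG in-well.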
TrxR1 substrate: substrates of rat thioredoxin reductase 1; O89049; purified TrxR1 substrate turnover, NADPH consumption readout; Potency, µM (doses to about 114 µM), for inactives: top-dose activity change, negative = substrate turnover; 0.01% of 390,000 active; AID 588456; note: potency is the fitted concentration of half-maximal effect; % is set by controls: 0 for no effect and ±100 for the full control effect; nearly all actives have a fitted effect of over 50% in size
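Rat TrxR1, dispensed at 90 nM, was prereduced with 400 uM NADPH (final) for 5 min at ~22 deg C, then incubated with compound 15 min before 400 uM selenite. A first-read NADPH fluorescence drop versus no-compound background flagged substrates.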
Starred values were filed as active, the others as inactive; i = inactive; ? = inconclusive; . = no result given; [ ] = remark or other dose. Unless noted, calls come from the whole dose curve; as a rule, active = well fitted curve in the direction sought with a large enough effect; inconclusive = small, poorly fitted or top-dose-only effect, or another doubt; inactive = no such curve, though single readings can be large; an effect the other way counts as inactive or inconclusive.

SMILES	HP1b chromo inh	USP1 inh	Pin1 inhibitor	rTrxR1 inhibitor	mIDH1 inhibitor	PI4K2A block	GLS inhibitor	PGK inhibitor	TrxR1 substrate
CC(=O)C1C(c2ccc(Br)cc2)C2C(C)=NN=C2CC1(C)O (centres undefined)	25%	-4%	-4%	15%	-4%	-2	-7%	6%	2%
Cc1ccc(C(=O)N2CCN3C(=O)c4ccccc4C23c2ccc(Cl)cc2)cc1 (centres undefined)	23%	-21%	2%	12%[57.1 µM]	1%	-8	0%	-3%	-8%[57.1 µM]
CCCCC(=O)Nc1ccc2oc(-c3ccncc3)nc2c1	29%	-1%	8%	4%[57.1 µM]	-4%	-3	5%	-1%	30%[57.1 µM]
Cc1cc(OCC(=O)NCCCn2ccnc2)c2c(C)cc(=O)oc2c1	29%	?	-7%	53%[activator]	11%	-5	0%	i	127%[activator]
CC1=C(C(=O)N2CCCCC2)C(c2cccs2)NC(=O)N1 (centres undefined)	34%	-3%	-13%	9%	3%	-9	-2%	-5%	6%
O=C(CNC(=O)c1ccccc1Br)NNC(=O)c1cccs1	24%	-10%	1%	-12%	9%	3	10%	0%	-12%
N#Cc1ccccc1S(=O)(=O)N1CCN(C(=O)c2cc(-c3ccccc3)nn2-c2ccccc2)CC1	11%	-17%	0%	-3%	3%	2	-9%	i	-9%
O=C(Cn1c(=O)nc(-c2ccccc2F)c2cc(Cl)ccc21)Nc1ccccc1C(F)(F)F	22%	-6%	0%	11%[57.1 µM]	-14%	0	3%	-11%	8%[57.1 µM]
CC(OC(=O)c1ccc(NC(=O)CC#N)cc1)C(=O)Nc1ccc2c(c1)OCCO2 (centres undefined)	26%	-4%	56%[activator]	6%	0%	-5	-4%	-2%	-6%
CCN(CC)C(=S)Oc1c(Cl)cccc1Cl	132%[activator]	-15%	4%	-2%	4%	2	-10%	-1%	-3%
NC(=O)c1ccccc1NC(=O)/C=C/c1c(Cl)cccc1Cl	27%	-15%	-6%	10%	3%	11	1%	0%	5%
O=C(CC12CC3CC(CC(C3)C1)C2)Nc1ccc(C(=O)O)cc1	21%	-8%	-2%	27%	-6%	-3	-2%	-4%	3%
CC(=O)Nc1ccc(NC(=O)C(C)Sc2nc3ccccc3c(=O)n2Cc2ccco2)cc1 (centres undefined)	25%	-23%	15%	-2%	-1%	2	2%	2%	-5%
Cc1cccc(NC(=O)c2ccc(COc3ccccc3)o2)n1	58%[activator]	-24%	-4%	11%	-3%	0	-8%	-2%	-1%
Cc1cccc(N/C=C/C(=O)c2cccs2)c1C	101%[activator]	-21%	1%	-9%	10%	-17	2%	-11%	-11%
CCOC(=O)c1[nH]c2ccc(OC)cc2c1NC(=O)/C=C/c1ccc2c(c1)OCO2	42%[activator]	-15%	-10%	9%[57.1 µM]	8%	-3	4%	-3%	-18%[57.1 µM]
COc1ccc(C(CC(=O)c2ccccc2)S(=O)(=O)c2ccc(C)cc2)cc1 (centres undefined)	2%	-17%	1%	19%	4%	-3	3%	-9%	2%
CC(O)(c1ccccc1)C(C(c1ccccc1)N1CCOCC1)N1CCOCC1 (centres undefined)	18%	-18%	0%	8%[57.1 µM]	0%	4	-14%	-10%	9%[57.1 µM]
O=C(Nc1ccc(F)cc1)Nc1ccc(S(=O)(=O)N2CCCC2)cc1	13%	-9%	2%	6%	0%	-1	-1%	-8%	-2%
CCCCn1c(N)c(N(CCC(C)C)C(=O)CSc2nc3ccccc3n2C)c(=O)[nH]c1=O	-39%	6%	1%	-7%	5%	-5	13%	-7%	-11%

10 entries from above, with two lines to a compound:
Sequence of screens: HP1b chromo inh, USP1 inh, Pin1 inhibitor, rTrxR1 inhibitor, mIDH1 inhibitor, PI4K2A block, GLS inhibitor, PGK inhibitor, TrxR1 substrate
CC(=O)C1C(c2ccc(Br)cc2)C2C(C)=NN=C2CC1(C)O (centres undefined)
    25%, -4%, -4%, 15%, -4%, -2, -7%, 6%, 2%
Cc1ccc(C(=O)N2CCN3C(=O)c4ccccc4C23c2ccc(Cl)cc2)cc1 (centres undefined)
    23%, -21%, 2%, 12%[57.1 µM], 1%, -8, 0%, -3%, -8%[57.1 µM]
CCCCC(=O)Nc1ccc2oc(-c3ccncc3)nc2c1
    29%, -1%, 8%, 4%[57.1 µM], -4%, -3, 5%, -1%, 30%[57.1 µM]
Cc1cc(OCC(=O)NCCCn2ccnc2)c2c(C)cc(=O)oc2c1
    29%, ?, -7%, 53%[activator], 11%, -5, 0%, i, 127%[activator]
CC1=C(C(=O)N2CCCCC2)C(c2cccs2)NC(=O)N1 (centres undefined)
    34%, -3%, -13%, 9%, 3%, -9, -2%, -5%, 6%
O=C(CNC(=O)c1ccccc1Br)NNC(=O)c1cccs1
    24%, -10%, 1%, -12%, 9%, 3, 10%, 0%, -12%
N#Cc1ccccc1S(=O)(=O)N1CCN(C(=O)c2cc(-c3ccccc3)nn2-c2ccccc2)CC1
    11%, -17%, 0%, -3%, 3%, 2, -9%, i, -9%
O=C(Cn1c(=O)nc(-c2ccccc2F)c2cc(Cl)ccc21)Nc1ccccc1C(F)(F)F
    22%, -6%, 0%, 11%[57.1 µM], -14%, 0, 3%, -11%, 8%[57.1 µM]
CC(OC(=O)c1ccc(NC(=O)CC#N)cc1)C(=O)Nc1ccc2c(c1)OCCO2 (centres undefined)
    26%, -4%, 56%[activator], 6%, 0%, -5, -4%, -2%, -6%
CCN(CC)C(=S)Oc1c(Cl)cccc1Cl
    132%[activator], -15%, 4%, -2%, 4%, 2, -10%, -1%, -3%

Later entries:
SMILES	HP1b chromo inh	USP1 inh	Pin1 inhibitor	rTrxR1 inhibitor	mIDH1 inhibitor	PI4K2A block	GLS inhibitor	PGK inhibitor	TrxR1 substrate
Cc1cc(C)nc(NN=C(c2ccccc2)c2ccccc2)n1	42%[activator]	-23%	4%	3%	2%	-4	11%	7%	-5%
CC1CCN(C(=O)CSc2nc3ccccc3c(=O)[nH]2)CC1	12%	-16%	3%	4%[57.1 µM]	5%	5	0%	-6%	7%[57.1 µM]
O=C(COc1ccc(/C=N/NC(=O)c2cc3ccccc3o2)cc1Cl)Nc1ccccc1	16%	-8%	80%[activator]	53%[activator]	2%	-24	-3%	-6%	244%[activator]
c1ccc(COc2ccc(OCCCN3CCCCC3)cc2)cc1	?	-1%	-1%	3%	-1%	2	-1%	3%	-2%
CC(Cc1cccs1)NC(=O)Nc1ccc(Cl)c(Cl)c1 (centres undefined)	67%[activator]	-23%	?	3%	-3%	3	9%	-5%	-7%
Cc1ccc2cccc(NC(=O)c3ccc(Br)o3)c2n1	6%	-18%	?	-27%	8%	1	3%	-9%	-3%
CCc1cccc(N(C(=O)c2csnn2)C(C(=O)NC(C)(C)CC)c2ccccn2)c1 (centres undefined)	28%	2%	-5%	8%	-5%	0	2%	-2%	-2%
Cc1[nH]nc2c1C(c1ccc(-c3ccc(Cl)cc3)o1)C(C#N)=C(N)O2 (centres undefined)	-26%	-25%	34%[activator]	-23%	?	-1	-7%	-3%	-8%
CCOc1ccc(NC(=S)N2CCC(N(C)CC3CCCO3)CC2)cc1 (centres undefined)	15%	-15%	-3%	-13%	0%	4	24%	3%	-6%
COc1cc(C2CC(=O)Nc3cc4c(cc32)OCO4)cc(OC)c1O (centres undefined)	8%	-17%	3%	-6%	17%	-8	8%	-2%	-8%
Cc1occc1-c1nnc(SCC(=O)NCCc2ccccc2)n1Cc1ccccc1	16%	-7%	22%	-16%	7%	-3	2%	-11%	-6%
CCC(=O)N1CCc2cc(S(=O)(=O)NC(C(=O)N3CCN(c4ccc(F)cc4)CC3)C(C)C)ccc21 (centres undefined)	35%	-25%	8%	19%	-14%	0	6%	-6%	2%
CCC(=O)Nc1ccc(NC(=O)c2cc3ccccc3o2)cc1	50%[activator]	-21%	-2%	26%[57.1 µM]	8%	1	2%	-5%	0%[57.1 µM]
COc1ccc(NC(=O)c2c(C)oc3ccc(O)c(CN4CCCC(C)C4)c23)cc1Cl (centres undefined)	11%	?	0%	6%	.	2	6%	.	-5%
COC(=O)C(C)N(c1ccc(C)cc1)S(=O)(=O)c1c(C)[nH]c(=O)[nH]c1=O (centres undefined)	11%	2%	12%	7%[57.1 µM]	-1%	5	4%	0%	-2%[57.1 µM]
CC(NC(=O)c1cc2sccc2n1Cc1ccc(F)cc1)c1ccccc1 (centres undefined)	34%[activator]	-13%	-7%	18%	-4%	1	-4%	-4%	1%
COc1ccc(-c2csc(-c3cccs3)n2)cc1OC	53%[activator]	-22%	-5%	15%[57.1 µM]	9%	-5	-23%	-2%	8%[57.1 µM]
O=S(=O)(c1ccc(Cl)cc1)c1nc(-c2ccccc2F)oc1NCc1ccccc1	3%	?	1%	92%[activator]	-5%	-2	15%	i	43%[activator]
Cc1cc(=O)[nH]c(N/N=C/c2c[nH]c3ccccc23)n1	13%	-10%	-1%	6%	-5%	5	18%	i	-4%
Cc1ccc2nc3ccc(N4CCCCCCC4)nn3c(=O)c2c1	49%[activator]	-21%	-4%	5%	3%	-5	2%	i	7%

Assay outcomes from PubChem BioAssay.

Only part of the results is shown; count on the stated rates, not on these rows.
